# Screening results deposited in PubChem BioAssay by several laboratories.
# hcDAF-12 act: H. contortus DAF-12 nuclear receptor activators, primary screen, cell-based, luminescence, HEK293, lit1-tk-luc reporter. HEK293 hcDAF-12 lit1-tk-luc reporter; 0% DMSO, 100% Δ7-dafachronic acid. activation, % at 6.8 µM. hit rate 1.4% among 370,000. AID 652067, 2013;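 active = activation above the mean of all tested compounds plus 3 SD, cut at about 5.5% in these data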;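 also: 100% = response to 3 µM Δ7-dafachronic acid high control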
# hgDAF12 agonist: H. glycines DAF-12 receptor agonists, primary screen, cell-based, luminescence, HEK293, GAL4 fusion, UAS-luciferase. Nuclear hormone receptor DAF-12 (Heterodera glycines), GAL4 fusion. HEK293 GAL4-hgDAF12 UAS-luciferase reporter, agonist luminescence; normalized to butyrate control. activation, % at 6.8 µM. hit rate 1.8% among 370,000. AID 687014, 2013;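 active = activation above a cutoff set at the mean of all screened compounds plus 3 SD, cut at about 10% in these data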;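 also: 0% = DMSO wells and 100% = sodium butyrate wells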
# PG9 binder: binders of HIV-1 gp120 antibody PG9, primary screen, biochemical, TR-FRET; TR-FRET gp120-PG9 antibody binding; AID 624416, 2012; inhibition, % at 6.7 µM; HIV-1 gp120 / PG9 antibody interaction; hit rate 0.43% among 360,000; in the data active = inhibition above about 8.5%
# DAX1 inh-1: DAX1 (NR0B1) inhibitors, primary screen, cell-based, HEK293, Gal4-DAX1, luciferase luminescence; inhibition, % at 6.75 µM; AID 504766, 2011; hit rate 0.99% among 340,000; Nuclear receptor subfamily 0 group B member 1 (Homo sapiens), P51843; HEK293 Gal4-DAX1 luciferase reporter;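 active = inhibition above the mean over all tested compounds plus 3 SD, cut at about 4.2% in these data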;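 also: 0% = DAX1-transfected cells with DMSO and 100% = empty-vector control cells with DMSO; inhibition shows as a rise in luminescence from relieved DAX1 repression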
# Target sequence (P51843 207-470 limits assumed): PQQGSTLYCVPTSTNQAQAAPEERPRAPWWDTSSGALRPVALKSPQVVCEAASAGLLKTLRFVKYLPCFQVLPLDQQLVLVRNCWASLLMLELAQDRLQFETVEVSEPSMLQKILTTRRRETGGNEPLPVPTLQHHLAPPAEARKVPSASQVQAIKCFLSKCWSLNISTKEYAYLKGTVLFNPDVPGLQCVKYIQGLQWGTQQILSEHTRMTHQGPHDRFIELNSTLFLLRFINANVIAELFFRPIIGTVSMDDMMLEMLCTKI
# FXN GAA850 act: FXN promoter activators, primary screen, cell-based, luciferase luminescence, HEK293 lucGAA850; hit rate 0.56% among 360,000; activation, % at 6 µM; HEK293 lucGAA850 FXN promoter luciferase reporter, 24 h; percent of 10 µM SAHA response;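 active = activation above the average of all compounds screened plus 3 SD, cutoff fixed separately per campaign, cut at about 7.5% in these data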;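 also: 0% = DMSO wells and 100% = 10 µM SAHA wells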
# DAX1 inh-2: DAX1 (NR0B1) inhibitors on StAR promoter, primary screen, cell-based, luminescence, SF-1 (NR5A1), full-length DAX-1; hit rate 1.1% among 370,000; inhibition, % at 6.8 µM; AID 652010, 2013; HEK293T StAR-luciferase reporter, SF-1/DAX-1 repression relief;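 active = inhibition above the mean over all tested compounds plus 3 SD, cut at about 3.6% in these data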;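 also: 0% = DAX-1 cells with DMSO and 100% = cells lacking DAX-1 with DMSO; higher inhibition means more luminescence from relief of DAX-1 repression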
# SMARCA2 activ: SMARCA2 (BRM) function activators, primary screen, cell-based, luminescence, high throughput; MG213 cells, MMTV-luciferase reporter, dexamethasone, overnight; activation, % at 9.1 µM; hit rate 1% among 370,000; in the data active = activation above about 7.8%;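 also: 0% = vehicle wells and 100% = reference activator wells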
# Rev-erbA mod: modulators of Rev-erb alpha DNA binding, primary screen, biochemical, FITC-DNA, fluorescence polarization, uHTS | Rev-erbα–FITC-DNA binding, 90 min | activity, % at 10 µM | hit rate 0.79% among 370,000 | AID 1259318, 2017;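 active = activity above about 14%, limit read from the data; passing the limit was not always enough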;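 also: 0% = DMSO wells with 35 nM protein and 100% = DMSO wells with 750 nM protein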
# sPLA2-III inh: human group III sPLA2 inhibitors, primary screen, biochemical, QFRET, BODIPY PC-A2 liposome substrate | Group 3 secretory phospholipase A2 (Homo sapiens), Q9NZ20 | QFRET BODIPY PC-A2 liposome hydrolysis, fluorescence | inhibition, % at 12.2 µM | hit rate 0.56% among 370,000 | AID 743126, 2013;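 active = inhibition above mean plus 3 SD of compounds lying within the high and low control bounds, cut at about 19% in these data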;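 also: 0% = median of test compound wells and 100% = no enzyme DMSO wells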
# Target sequence (Q9NZ20 whole entry, looked up): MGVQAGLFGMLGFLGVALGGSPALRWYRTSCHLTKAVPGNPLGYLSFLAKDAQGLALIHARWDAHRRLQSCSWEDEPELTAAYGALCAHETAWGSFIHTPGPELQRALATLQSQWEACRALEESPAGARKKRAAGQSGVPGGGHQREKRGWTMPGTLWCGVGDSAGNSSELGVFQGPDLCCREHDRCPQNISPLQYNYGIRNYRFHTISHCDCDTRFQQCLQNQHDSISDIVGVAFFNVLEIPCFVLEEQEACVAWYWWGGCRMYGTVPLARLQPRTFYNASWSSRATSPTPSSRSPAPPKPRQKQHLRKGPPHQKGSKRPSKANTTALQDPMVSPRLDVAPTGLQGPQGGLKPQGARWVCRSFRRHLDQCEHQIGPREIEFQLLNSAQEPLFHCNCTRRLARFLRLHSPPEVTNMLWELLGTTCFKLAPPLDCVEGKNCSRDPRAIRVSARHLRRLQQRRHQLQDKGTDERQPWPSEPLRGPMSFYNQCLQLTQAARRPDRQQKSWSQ
# PLC-beta3 inh: human PLC-beta3 inhibitors, primary screen, biochemical, fluorescence; 1-phosphatidylinositol 4,5-bisphosphate phosphodiesterase beta-3 (Homo sapiens), Q01970; Purified PLC-beta3, fluorogenic substrate; inhibition, % at 12.2 µM; hit rate 0.18% among 370,000; in the data active = inhibition above about 11%;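 also: 0% = median of compound wells on plate and 100% = full blocker control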
# ssDAF12 agonist: S. stercoralis DAF-12 nuclear receptor activators, primary screen, cell-based, luminescence, HEK293, GRIP1 co-expression, lit1-tk-luc; HEK293 ssDAF-12/GRIP1 lit1-tk-luc reporter; % of 3 µM dafachronic acid response; activation, % at 6.8 µM; hit rate 1% among 370,000; AID 652126, 2013;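 active = activation above the mean over all tested compounds plus 3 SD, cut at about 0.9% in these data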;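 also: 0% = DMSO-only wells and 100% = 3 µM delta7-dafachronic acid wells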
# Active calls of the source: *; nt = no result given.
molecule	hcDAF-12 act	hgDAF12 agonist	PG9 binder	DAX1 inh-1	FXN GAA850 act	DAX1 inh-2	SMARCA2 activ	Rev-erbA mod	sPLA2-III inh	PLC-beta3 inh	ssDAF12 agonist
CCN1CCN(c2cc(N3CCc4ccccc4C3)c(F)cc2[N+](=O)[O-])CC1	-0.1	0.1	-2.3	-0.7	-0.8	-1.7	-3	6	-13	1	-1.3
O=C1c2ccccc2C(=O)N1CCCCN(C(=O)c1cccc([N+](=O)[O-])c1)c1ccc(Cl)cc1	-2.9	-1.6	2.3	-1.0	1.6	0.0	-3	-1	-12	9	-1.9
COc1ccc(NC(=O)CN2CCC(C)CC2)cc1	-0.2	0.8	-2.6	0.1	2.4	-0.4	1	2	5	9	-1.5
CC1(C)NC(=O)N(CC(O)COc2ccccc2C(=O)Nc2ccccc2)C1=O (configuration not stated)	-0.6	-3.9	1.4	0.8	-1.2	-1.3	-1	6	3	1	-1.4
COc1ccc(C(=O)NCCc2nnc(SCc3nc4ccccc4c(=O)[nH]3)n2C)cc1	-1.4	0.0	-0.1	1.4	3.1	-0.2	0	-7	3	-4	-0.3
O=C(Nc1ccc(F)cc1)c1cccnn1	1.6	2.0	0.0	0.3	1.5	-0.2	-2	2	0	-6	-0.6
O=C(CSc1nc2ccccc2c(=O)n1NC(=O)Cc1ccccc1)NCc1ccccc1	-1.9	-0.9	-2.1	-0.1	-2.2	-0.3	4	-5	-5	0	-1.2
Nc1ccccc1SCC(=O)N1CCc2ccccc21	1.4	4.2	-1.6	1.0	0.0	1.8	5	-1	-3	1	-1.2
Cc1cccc(CS(=O)(=O)Cc2ccc(C(=O)NCCN3CCCCC3C)o2)c1 (configuration not stated)	-1.6	-1.9	1.8	-0.1	-1.4	0.1	1	0	4	3	-1.4
CCOC(=O)[C@H]1CCC[C@@H](NS(=O)(=O)c2ccc(NC(C)=O)cc2)C1	1.6	1.3	-0.5	-0.4	0.5	0.3	0	1	5	-1	-1.0
O=S(=O)(c1cc(Cl)ccc1Cl)N1CCc2ccccc21	-1.6	-0.5	0.3	-0.4	-0.8	-0.1	-2	-1	-1	-3	-1.2
C[C@@H](NCCCn1cnc2c(OCc3ccccc3)ncnc21)c1cccc2ccccc12	-1.1	1.0	-1.3	-1.1	-1.8	1.6	-2	-7	-9	-1	-1.3
CC(C)Nc1nc2ccccc2c(=O)[nH]1	-0.1	-2.9	-1.4	1.0	1.5	-0.2	-4	-2	5	-14	-0.8
CC1=C(C(=O)OC2CCCC2)C(c2coc3ccccc3c2=O)C2=C(CCCC2=O)N1 (configuration not stated)	2.1	-0.3	-0.8	-0.4	2.2	-0.9	-1	5	-1	-40	0.2
COc1ccccc1N1C(=O)CC(N2CCc3ccccc32)C1=O (configuration not stated)	3.5	2.9	-2.5	0.6	0.2	0.3	-1	-6	-10	-4	-0.1
O=C(O)CCn1c(=O)sc2ccccc21	-0.7	0.8	-1.1	0.4	-1.0	-0.6	-2	-3	13	-6	-1.4
C=CCNC(=O)c1ccc2c3n(nc2c1)-c1ccc(C)cc1CO3	0.4	9.1	-2.2	-0.3	3.9	1.5	4	0	0	-186	-0.6
N#CCc1c(C#N)c(N)nc(N2CCN(C=O)CC2)c1C#N	-1.2	-1.4	0.9	-0.7	1.1	-0.8	-4	0	-3	-39	-1.0
Cc1ccccc1C(=O)NC(=S)Nc1ccc(Oc2ccc(Cl)cc2)cc1	0.7	0.8	0.9	0.7	1.5	0.4	2	8	9	4	-1.4
Cn1c(=O)c(C(=O)NCCO)c(O)c2ccccc21	-0.6	5.1	-0.9	0.1	0.6	-0.1	2	-2	-5	-1	-1.2
CCOc1ccc(NC(=O)C(=O)N/N=C/c2cccnc2)cc1	-0.4	-1.2	0.3	2.6	-1.9	1.1	-3	-4	-2	2	-1.1
COc1ccc(OC(C)C(=O)NCC2CCCO2)cc1 (configuration not stated)	-1.4	0.9	-0.6	0.3	-0.1	0.1	-1	3	2	-7	-0.9
CCCn1c2ccccc2c2cnn(CC(=O)NCCCN3CCCCC3)c(=O)c21	0.4	0.2	-0.6	0.6	0.3	0.3	1	0	-2	-12	-1.2
CC(=Cc1ccccc1)C=C1SC(=S)N(CCCC(=O)Nc2ccc(C(=O)O)cc2)C1=O	0.4	2.2	-2.8	nt	-2.8	4.2*	-1	-3	-2	-2	-1.7
NC(=NCCc1ccccc1)NS(=O)(=O)c1cccs1	-1.6	1.4	-0.1	-0.4	-1.6	0.4	2	-6	-2	2	-0.8
Cc1cnc(NC(=O)C2(c3ccccc3)CC2)s1	0.4	-0.6	-1.8	0.4	1.2	-0.6	0	-2	3	1	-0.6
COc1ccc(S(=O)(=O)CCC(=O)N2CCN(c3ccc(C(C)=O)cc3)CC2)cc1	-0.1	1.1	-1.6	-1.0	0.6	-1.2	0	-2	3	-21	-0.6
COc1ccc(C(=O)N(c2ccccc2)C2C=CS(=O)(=O)C2)cc1 (configuration not stated)	1.5	-1.9	1.2	0.4	-0.5	0.6	-1	2	1	-3	-0.9
CCCCCCSC1=C(C#N)C(=O)NC2(CCCCC2)S1	2.2	3.9	0.5	0.1	1.7	0.7	-2	-2	-94	8	-0.9
CC1(C)OC(=O)N(CCc2ccccc2)C1(C)O (configuration not stated)	0.4	-1.5	-3.3	1.1	-2.8	-0.1	0	-3	2	0	-0.6

# Ordered by value in DAX1 inh-2 (ascending): 3 of the compounds above
compound	DAX1 inh-2
N#CCc1c(C#N)c(N)nc(N2CCN(C=O)CC2)c1C#N	-0.8
O=C(CSc1nc2ccccc2c(=O)n1NC(=O)Cc1ccccc1)NCc1ccccc1	-0.3
COc1ccc(C(=O)NCCc2nnc(SCc3nc4ccccc4c(=O)[nH]3)n2C)cc1	-0.2

# (further entries)
molecule	hcDAF-12 act	hgDAF12 agonist	PG9 binder	DAX1 inh-1	FXN GAA850 act	DAX1 inh-2	SMARCA2 activ	Rev-erbA mod	sPLA2-III inh	PLC-beta3 inh	ssDAF12 agonist
Cc1ccc(F)c(S(=O)(=O)NC(=O)C2(C)CCN2C(=O)CCc2cccs2)c1 (configuration not stated)	-1.8	2.5	-2.0	nt	-0.9	0.5	-1	-4	1	2	-0.8
O=S(=O)(c1ccccc1)N1CCN(Cc2ccccc2)c2ccccc21	-0.8	2.8	-1.8	-1.4	1.6	-0.6	-1	25*	7	-3	-0.9
CCOc1ccc(-c2ccc(SCC)nn2)cc1	5.3	24*	0.2	-0.5	1.2	7.9*	5	-2	-4	-14	0.0
COc1ccccc1NS(=O)(=O)c1cccc(C(=O)N2CCCCCC2)c1	0.3	-0.5	0.9	-0.9	2.4	0.3	-1	0	4	-9	-1.1
Cc1ccc(C(C(=O)NCc2ccco2)N(C(=O)Cc2cccs2)c2cccnc2)cc1 (configuration not stated)	-1.7	0.7	-0.2	0.1	-0.3	-0.7	-3	5	-6	-5	-0.8
Cc1ccc(CCP(=O)(O)CN2CCOCC2)cn1	-0.5	1.3	-0.7	0.1	1.4	0.4	-2	-1	1	0	-1.0
Cc1ccc(NC(=S)c2nc3ccccc3s2)cc1	2.0	-1.2	-1.0	2.3	-5.2	-0.9	-1	-2	3	3	-0.8
N=c1c2c3c(sc2ncn1CCN1CCOCC1)CCCC3	-0.6	-1.1	-0.4	-0.3	0.4	0.3	-3	-3	-6	-5	-1.1
COC1CCCN(C(=O)c2cccc(OC3CCN(S(=O)(=O)N(C)C)CC3)c2)C1 (configuration not stated)	-2.6	-1.4	0.1	-0.8	1.0	-0.6	-1	5	7	-5	-0.7
OC(c1ccc(F)cc1)c1ncc(-c2ccc3ccccc3c2)[nH]1 (configuration not stated)	2.9	11*	-2.6	nt	2.2	1.3	7	3	-17	-35	-1.1
COC(=O)C1(C(F)(F)F)N=C2Sc3ccccc3N2C(N2CCOCC2)=N1 (configuration not stated)	0.0	1.7	-0.8	-0.7	-0.9	0.0	1	2	-2	2	-0.7
CCN(C(=O)c1cc([N+](=O)[O-])ccc1NCc1cccnc1)c1ccccc1	3.7	8.8	-1.8	-0.7	0.8	0.1	3	-3	-6	-11	-0.4
COc1ccc(-c2nn(-c3ccccc3)cc2/C=C/C(=O)NCCCn2ccnc2)cc1OC	-1.9	-4.6	-1.5	0.8	0.0	-1.5	-1	nt	-24	-248	-1.6
Cn1nc(C(=O)NNC(=O)c2cccc(Cl)c2)ccc1=O	-0.6	1.5	-1.0	1.3	0.1	-0.3	4	-6	2	4	-1.1
COc1cccc(OC)c1C(=O)Nc1ccccc1Sc1ccccc1	-1.2	-1.2	-2.1	nt	0.1	-0.7	0	1	-7	-8	-0.9
COc1ccc(CCNC(=O)Cn2cccc2C(=O)c2ccccc2C)cc1OC	0.1	-2.5	1.1	-0.1	0.3	-1.0	-3	1	10	0	-1.8
COC(=O)N1CCc2c(sc(NC(=O)C3COc4ccccc4O3)c2C(N)=O)C1 (configuration not stated)	-1.0	1.4	-1.6	1.2	5.0	-0.2	4	4	-3	-3	-0.8
Cc1noc(C)c1C(=O)OCC(=O)Nc1ncc(C(F)(F)F)cc1Cl	-0.5	-0.2	-1.0	1.5	1.0	-0.8	-2	3	8	-9	-0.2
CCOc1ccc(N=C2NC(=O)S/C2=C\c2ccc(Cl)cc2)cc1	-0.8	-2.0	-2.5	-0.8	-2.0	-0.1	0	-20	-3	-1	-1.4

# In the list so far, 2 have a COOH group:
molecule	hcDAF-12 act	hgDAF12 agonist	PG9 binder	DAX1 inh-1	FXN GAA850 act	DAX1 inh-2	SMARCA2 activ	Rev-erbA mod	sPLA2-III inh	PLC-beta3 inh	ssDAF12 agonist
O=C(O)CCn1c(=O)sc2ccccc21	-0.7	0.8	-1.1	0.4	-1.0	-0.6	-2	-3	13	-6	-1.4
CC(=Cc1ccccc1)C=C1SC(=S)N(CCCC(=O)Nc2ccc(C(=O)O)cc2)C1=O	0.4	2.2	-2.8	nt	-2.8	4.2*	-1	-3	-2	-2	-1.7
